# Source: PubChem (The Scripps Research Institute Molecular Screening Center)
# pPAFAH inh: pPAFAH (human) enzyme inhibition. recombinant pPAFAH, FP-rhodamine probe fluorescence polarization. actives 1.5% (n = 330,000). inhibition, % at 3.39 µM. AID 463082;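 active means inhibition above the mean inhibition across the screen plus 3 SD, cut at about 25% in these data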;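 further: inhibitors block binding of the rhodamine activity-based probe so polarization drops; 0% = enzyme with DMSO and 100% = wells lacking pPAFAH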
# PAD4 FP inh: blocks human protein arginine deiminase 4; Q9UM07; recombinant PAD4, RCA probe fluorescence polarization; inhibition, % at 6.36 µM; actives 0.41% (n = 330,000);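 active means percent inhibition above a cutoff equal to the mean of all tested compounds plus 3 SD, cut at about 15% in these data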;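 further: 0% = PAD4 with RCA probe and DMSO and 100% = probe without PAD4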
# PAFAH1B3 FP inh: inhibitors of human PAFAH1B3. Q15102. recombinant PAFAH1B3, FP-rhodamine probe, fluorescence polarization. inhibition, % at 3.39 µM. actives 0.28% (n = 340,000). AID 492972;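 active means inhibition above the screen-wide average of all tested compounds plus 3 SD, cut at about 25% in these data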;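 further: 0% = enzyme with DMSO only and 100% = wells lacking PAFAH1B3 protein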
# Target sequence (Q15102 whole entry, looked up): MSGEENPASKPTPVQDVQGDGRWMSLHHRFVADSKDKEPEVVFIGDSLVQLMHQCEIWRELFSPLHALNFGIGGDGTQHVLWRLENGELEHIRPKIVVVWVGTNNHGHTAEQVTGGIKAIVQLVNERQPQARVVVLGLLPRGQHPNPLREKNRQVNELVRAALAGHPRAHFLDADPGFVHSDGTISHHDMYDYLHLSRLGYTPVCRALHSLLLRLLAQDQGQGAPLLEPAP
# PAFAH1B2 inh: blocks human PAF acetylhydrolase 1b catalytic subunit 2 | P68402 | recombinant PAFAH1B2, FP-rhodamine activity probe, fluorescence polarization | inhibition, % at 3.39 µM | actives 1.2% (n = 340,000);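 active means inhibition above the mean of all tested compounds plus 3 SD, cut at about 24% in these data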;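 further: 0% = enzyme with DMSO and 100% = wells lacking PAFAH1B2; many of its hits are not listed in these tables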
# Target sequence (P68402 whole entry, looked up): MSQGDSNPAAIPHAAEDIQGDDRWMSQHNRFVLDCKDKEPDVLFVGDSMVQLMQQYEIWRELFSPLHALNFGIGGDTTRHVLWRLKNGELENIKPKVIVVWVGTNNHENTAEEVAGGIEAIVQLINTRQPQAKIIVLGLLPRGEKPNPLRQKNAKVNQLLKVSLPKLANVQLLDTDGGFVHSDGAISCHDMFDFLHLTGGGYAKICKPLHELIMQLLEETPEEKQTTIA
# PAFAH2 inh: PAFAH2 (human) inhibition; Q99487; inhibition, % at 3.39 µM; actives 0.99% (n = 340,000); AID 492956; recombinant PAFAH2, FP-rhodamine activity probe, fluorescence polarization;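 active means inhibition above the mean over all tested compounds plus 3 SD, cut at about 30% in these data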;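 further: inhibitors block probe labeling of enzyme so polarization drops; 0% = enzyme with DMSO and 100% = wells lacking PAFAH2 protein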
# Fam108B counter: blocks mouse Fam108B hydrolase in RBBP9 counter-screen | recombinant Fam108B, FP-Rh probe fluorescence polarization | inhibition, % at 9.51 µM | actives 0.33% (n = 300,000) | AID 1947;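 active means inhibition above the screen mean inhibition plus 3 SD, computed separately per campaign, cut at about 18% in these data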;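 further: inhibitors lower polarization as less probe binds the enzyme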
# GSTO1 counter: blocks human GSTO1 in RBBP9 counter-screen; recombinant GSTO1, activity-based probe fluorescence polarization; actives 1.1% (n = 300,000); P78417; inhibition, % at 5.96 µM;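 active means inhibition above the campaign mean inhibition plus 3 SD, cut at about 35% in these data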;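 further: 0% = GSTO1-1 with DMSO and 100% = wells lacking GSTO1-1 enzyme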
# Target sequence (P78417 whole entry, looked up): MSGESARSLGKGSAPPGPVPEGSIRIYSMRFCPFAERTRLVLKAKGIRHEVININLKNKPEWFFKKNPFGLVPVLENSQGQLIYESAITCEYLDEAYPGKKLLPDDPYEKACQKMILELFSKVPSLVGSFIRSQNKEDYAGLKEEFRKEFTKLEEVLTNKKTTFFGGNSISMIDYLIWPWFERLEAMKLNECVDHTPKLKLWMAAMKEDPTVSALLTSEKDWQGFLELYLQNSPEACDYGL
# LYPLA1 inh: LYPLA1 (human) inhibition in PME1 counter-screen. recombinant LYPLA1, FP-Rh probe fluorescence polarization. inhibition, % at 5.9 µM. actives 0.16% (n = 320,000);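 active means inhibition above the mean of all tested compounds plus 3 SD, set per campaign, cut at about 14% in these data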;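 further: inhibitors block serine hydrolase probe labeling of LYPLA1 so polarization falls; 0% = enzyme with DMSO and 100% = wells lacking LYPLA1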
# Target sequence (O75608 whole entry, looked up): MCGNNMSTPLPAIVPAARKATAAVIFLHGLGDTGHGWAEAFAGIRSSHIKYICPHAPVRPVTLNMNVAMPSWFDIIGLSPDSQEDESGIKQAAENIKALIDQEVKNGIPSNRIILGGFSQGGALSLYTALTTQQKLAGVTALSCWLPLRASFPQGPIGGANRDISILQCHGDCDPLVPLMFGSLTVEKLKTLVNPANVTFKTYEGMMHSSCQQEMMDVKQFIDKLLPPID
# PME-1 inh: blocks human protein phosphatase methylesterase 1 | actives 0.53% (n = 320,000) | recombinant PME-1, FP-Rh probe fluorescence polarization | inhibition, % at 5.9 µM;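 active means inhibition above the campaign mean of all compounds plus 3 SD, cut at about 26% in these data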;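 further: competitive labeling of PME-1 active site by serine hydrolase directed probe; 0% = PME-1 with DMSO and 100% = wells lacking PME-1 enzyme; inhibitors block probe labeling so polarization falls and inhibition rises; many of its hits are not listed in these tables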
# Starred values were filed as active, the others as inactive; · = not tested or not shown. These rows are one share of the data; count on the stated rates, not on these rows.
SMILES,pPAFAH inh,PAD4 FP inh,PAFAH1B3 FP inh,PAFAH1B2 inh,PAFAH2 inh,Fam108B counter,GSTO1 counter,LYPLA1 inh,PME-1 inh
CC1Cc2cc(/C(O)=C3/C(=O)C(=O)N(CCN4CCOCC4)C3c3cccc(O)c3)ccc2O1 (centres undefined),3.1,-3.3,0.0,3.9,-9.6,1.2,9.6,0.4,-8.6
CCc1cccc(C)c1NC(=O)CSc1nnc(CCCOc2ccc(Cl)cc2Cl)n1C,14.2,-6.4,-1.1,5.1,2.3,-1.6,1.7,-4.3,-5.0
COc1ccc(-n2nc(C(=O)N3CCCCC3)c3ccccc3c2=O)cc1,-1.1,-7.1,0.3,2.0,-12.7,-4.5,5.0,4.1,3.5
COc1ccc2[nH]c(C(=O)O)c(NS(=O)(=O)c3ccc(C)c(C)c3)c2c1,10.1,0.1,8.6,18.3,6.6,5.9,16.3,0.8,-1.8
COc1ccc(CN(C(=O)CNC(=O)c2ccco2)C(C(=O)NC2CCCC2)c2ccco2)cc1 (centres undefined),6.4,0.7,-1.5,6.7,2.2,0.8,0.0,-0.2,-2.8
Cc1ccc(OCC(=O)NCCCNC(=O)c2ccncc2)cc1C,7.0,-0.1,4.0,6.2,3.9,-1.8,0.9,0.5,2.0
COc1ccc(NC(=O)C2CCN(S(=O)(=O)c3c(C)nn(C)c3C)CC2)cc1,1.1,1.2,10.8,-2.9,-6.3,-2.3,-0.6,3.1,-1.5
CN(C(=S)NC(=O)C1CC1)c1ccc(O)cc1,61.4*,-10.7,-2.2,8.4,-0.9,·,·,1.2,-1.5
CCC1(c2ccccc2)NC(=O)N(CC(=O)Nc2ccc(S(=O)(=O)Nc3ncccn3)cc2)C1=O (centres undefined),-0.3,1.2,3.9,1.0,0.7,-0.8,-0.4,0.5,-2.1
O=C(O)COc1ccccc1/C=C1\SC(=S)N(/N=C/c2ccccc2O)C1=O,1.6,1.8,14.4,3.6,41.9*,-2.1,11.0,0.2,7.0
COc1ccc2cnn(-c3ccccc3C)c(=O)c2c1OC,2.8,-0.9,2.1,0.4,-0.7,-1.7,2.4,-0.8,-3.2
O=C(COc1ccc(F)cc1Cl)Nc1cccc(S(=O)(=O)N2CCCC2)c1,2.0,-2.1,6.3,-2.1,1.1,·,·,-10.2,-5.7
CCN(C(=O)c1cnc(NC(C)C)cc1C(F)(F)F)c1ccc(Cl)cc1,4.4,-5.7,-3.6,11.5,29.4,0.5,-0.3,-1.1,21.1
CSc1ccccc1NC(=O)c1ccc(CN2CCOCC2)cc1,2.2,-3.2,·,·,·,-1.1,-3.6,-0.5,-0.4
COc1ccc(CCCc2n[nH]c(=S)o2)cc1C,-2.3,-1.2,6.7,3.8,4.0,-1.3,4.8,0.3,-10.4
CCOC(=O)C1CCN(C(=O)CSc2ccccc2)CC1,2.8,-1.1,-7.0,0.8,6.2,-7.6,4.0,-0.8,1.3
CC(C)(C)c1cc(NC(=O)COc2ccc(Br)cc2)n(-c2ccccc2)n1,8.3,-3.5,-4.3,11.4,9.0,-2.1,-3.5,-0.2,-1.0
Cc1ccc(O)c(C2=Nc3ccccc3N=C(c3ccc([N+](=O)[O-])cc3)C2)c1,-1.5,1.0,1.8,5.2,-5.4,-2.7,1.5,-4.6,-2.4
CC(C)CNC(=O)[C@H]1N2C(=O)c3ccccc3C2SC1(C)C (some centres undefined),2.0,-0.5,11.8,2.6,1.1,1.0,7.2,-1.6,-4.8
Cc1ccccc1NC(=O)c1cccc(C(=O)Nc2ccccc2C)n1,3.0,-1.7,7.8,2.5,-5.2,-0.9,-3.2,-1.9,3.6
CCn1nnc2cc(C(=O)Nc3cc(Cl)ccc3C)ccc21,-2.6,-12.0,-8.6,0.6,-5.2,·,·,-3.5,-7.6
COc1ccc(-c2csc(NC(C)c3nc4cc(C(F)(F)F)ccc4n3CCOCCO)n2)cc1 (centres undefined),21.5,-1.9,-0.2,-0.4,-4.2,5.2,10.1,-2.4,1.4
OC1(c2cccc(C(F)(F)F)c2)CCN(c2ncnc3c2[nH]c2ccccc23)CC1,14.5,-2.8,8.1,1.8,11.6,9.1,-5.9,-9.7,8.4
O=C(C1CCCN(S(=O)(=O)c2cccc3nsnc23)C1)N1CCc2ccccc2C1 (centres undefined),3.6,2.3,4.7,11.0,-1.0,4.3,2.9,0.7,3.5
CCCCOc1ncnc2c1[nH]c1ccc(C)cc12,1.7,2.7,·,·,·,1.4,6.3,-0.4,-2.5
COc1cc(-c2nn3c(-c4cccc(C)c4)nnc3s2)cc(OC)c1OC,-6.2,-2.2,4.1,-0.3,-5.1,-1.7,-7.0,-10.2,-3.6
CS(=O)(=O)N(CCc1ccccc1)CC(=O)NCc1ccccc1Cl,5.4,-1.5,5.6,9.6,-0.5,0.5,-3.9,-1.7,-0.9
O=C(NC1CCC(O)CC1)c1ccc(-c2ccc([N+](=O)[O-])cc2)o1 (centres undefined),5.1,-4.7,4.0,-0.2,3.5,1.8,11.9,2.9,-4.6
CCOc1ccc(NC(=O)CCNC(=O)c2ccc(Br)cc2)cc1,7.2,1.1,14.1,5.5,6.4,1.9,2.1,1.4,2.2
NC1=NN=C(N2N=C(c3ccc(Br)cc3)CC2(O)C(F)(F)F)n2ncnc2C1 (centres undefined),0.2,1.1,3.0,8.2,-0.3,-1.9,14.0,-1.7,2.9
CN(C)CCN1C(=O)C(=O)/C(=C(/O)c2ccc(F)cc2)C1c1ccccc1 (centres undefined),-0.8,-3.4,5.9,1.2,0.4,3.5,-4.8,0.1,-6.7
c1ccc(-c2nc3ccccn3c2NCc2ccc3c(c2)OCO3)cc1,3.7,-0.2,4.9,2.4,-0.4,-1.5,0.7,0.8,6.8
Cc1ccccc1NC(=O)CC1c2ccccc2CC(C)(C)N1C (centres undefined),3.2,-4.6,3.4,3.9,9.7,-0.2,5.4,1.4,0.2
Cc1cc(C(=O)Nc2cc(S(C)(=O)=O)ccc2Cl)c(C)o1,5.7,-4.3,3.2,2.4,3.4,·,·,·,·
CC(C)CNC1=C(C(=S)Nc2ccccc2)C(=O)CC(C)(C)C1,6.5,3.9,-1.6,-2.5,3.7,2.1,4.8,-1.0,5.0
CN(Cc1ccc(OC(F)F)cc1)C(=O)c1ccc2nccnc2c1,9.3,-2.3,8.1,0.3,1.9,2.8,6.0,4.6,0.9
CNS(=O)(=O)c1cccc(C(=O)OCC(=O)Nc2ccc3ccccc3c2)c1,7.4,-5.1,3.7,-0.3,7.1,·,·,·,·
Cc1ccc(Cn2ccc(NC(=O)c3cc(CC(C)C)on3)n2)cc1,5.1,2.5,6.4,4.0,-0.8,-2.1,0.4,-1.4,-2.0
CCOC(=O)Cn1cncc1-c1ccc([N+](=O)[O-])cc1,2.8,0.1,3.6,2.6,-3.4,1.0,-0.4,-1.4,7.5
Cc1nnc(SCC(=O)Nc2cc(C(F)(F)F)ccc2Cl)n1C,-1.8,-0.8,1.9,-0.5,0.0,2.9,0.4,1.9,-1.0
CN(C)c1ccc(/C=C/C(=O)c2ccc3c(c2)OCO3)cc1,7.6,2.2,0.1,-2.5,2.2,·,·,-4.8,-11.6
O=C(Nc1nc2ccc(C(=O)N3CCCCC3)cc2s1)C1CCCCC1,4.2,-1.0,9.1,4.7,1.2,4.1,8.4,4.0,20.4
O=C(/C=C/c1cccc([N+](=O)[O-])c1)N1CCN(c2ccccc2F)CC1,-3.7,2.0,4.5,4.2,1.7,-5.7,12.2,3.1,-4.7
Cc1cccc(N2C(=O)CC(N3CCN(Cc4ccc(Cl)cc4)CC3)C2=O)c1 (centres undefined),-2.5,-0.5,17.3,3.0,-6.8,0.8,1.8,0.7,-3.6
Cc1cccc(NC(=O)c2cc(NC(=O)CCCC(=O)O)ccc2Cl)n1,-2.2,-9.6,-3.7,3.7,5.6,-2.2,2.9,-0.7,0.1

# pPAFAH inh, hit marks shown above
SMILES,pPAFAH inh,PAD4 FP inh,PAFAH1B3 FP inh,PAFAH1B2 inh,PAFAH2 inh,PME-1 inh
CN(C(=S)NC(=O)C1CC1)c1ccc(O)cc1,61.4*,-10.7,-2.2,8.4,-0.9,-1.5

# Remaining list, next part:
SMILES,pPAFAH inh,PAD4 FP inh,PAFAH1B3 FP inh,PAFAH1B2 inh,PAFAH2 inh,Fam108B counter,GSTO1 counter,LYPLA1 inh,PME-1 inh
CCC(NC(=O)CCCc1ccccc1)c1ccccc1 (centres undefined),-2.5,-5.4,1.9,8.4,3.8,4.9,-1.7,0.4,-0.1
CCOc1ccc(CC(=O)Nc2ccc(S(=O)(=O)Nc3cc(C)on3)cc2)cc1OCC,4.8,0.8,1.1,0.6,7.9,3.3,-2.4,-2.0,6.8
COC(=O)CCCNC(=O)c1ccc(S(=O)(=O)NCc2ccco2)cc1,5.0,4.3,7.8,3.3,5.8,-0.7,6.5,-0.7,1.1
O=C(Cn1cc(C(=O)C2CC2)c2ccccc21)NCc1ccc2c(c1)OCO2,2.5,-7.7,1.2,2.2,2.7,-5.7,-2.1,-1.9,-0.1
Cc1ccc(CNS(=O)(=O)c2cc3c4c(c2)C(C)C(=O)N4CCC3)cc1 (centres undefined),0.9,0.1,5.1,3.7,-9.8,-0.1,-3.0,1.7,-4.2
CC1(C)CC(=O)c2cc(C(=O)NCc3ccco3)c(=O)n(-c3ccccc3)c2C1,7.1,-0.5,6.0,3.3,-3.5,0.0,3.9,-1.0,-2.6
COC(=O)c1cc2c(C(F)(F)F)nn(C)c2s1,-1.9,-3.7,·,·,·,0.2,-0.9,-0.6,-0.8
N#Cc1ccccc1NC(=O)CN1C(=O)NC(Cc2c[nH]c3ccccc23)C1=O (centres undefined),3.6,1.8,8.2,2.9,1.1,·,·,1.5,7.4

# 5 entries picked at random from the list so far, as already listed:
SMILES,pPAFAH inh,PAD4 FP inh,PAFAH1B3 FP inh,PAFAH1B2 inh,PAFAH2 inh,Fam108B counter,GSTO1 counter,LYPLA1 inh,PME-1 inh
CCOc1ccc(CC(=O)Nc2ccc(S(=O)(=O)Nc3cc(C)on3)cc2)cc1OCC,4.8,0.8,1.1,0.6,7.9,3.3,-2.4,-2.0,6.8
CN(Cc1ccc(OC(F)F)cc1)C(=O)c1ccc2nccnc2c1,9.3,-2.3,8.1,0.3,1.9,2.8,6.0,4.6,0.9
COC(=O)CCCNC(=O)c1ccc(S(=O)(=O)NCc2ccco2)cc1,5.0,4.3,7.8,3.3,5.8,-0.7,6.5,-0.7,1.1
Cc1ccccc1NC(=O)CC1c2ccccc2CC(C)(C)N1C (centres undefined),3.2,-4.6,3.4,3.9,9.7,-0.2,5.4,1.4,0.2
CC1(C)CC(=O)c2cc(C(=O)NCc3ccco3)c(=O)n(-c3ccccc3)c2C1,7.1,-0.5,6.0,3.3,-3.5,0.0,3.9,-1.0,-2.6
